TNAP activation fold = stimulation of alkaline phosphatase TNAP activity – biochemical, luminescent, no phosphate acceptor, uHTS, primary screen (AID 1001) | hit rate 0.03% among 200,000 | one-dose activation fold at 20 µM; EC50 in µM for titrated hits | purified TNAP, luminescent activation assay, no phosphate acceptor; higher activation fold means a stronger effect; in the data active = activation fold from about 3, or a potency from the dose series; inactive = the rest, 99 in 100 with activation fold below about 1.6; note: many of its hits are not listed in these tables
Lipid droplet = hepatic lipid droplet formation modulation | hit rate 0.4% among 240,000 | inhibition, % at 6.5 µM | AML12 mouse hepatocytes, oleate lipid droplets, BODIPY imaging | AID 1656;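 active = lipid droplet intensity inhibited by at least 50%, with more than 500 cells counted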
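Test system: AML12 mouse liver cells; schedule: overnight exposure; technique: high-content imaging of BODIPY-stained droplets and DAPI nuclei; read-out: % inhibition of corrected integrated BODIPY droplet signal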
M1AAP inhibition = P. falciparum M1AAP inhibitors, biochemical, fluorogenic H-Leu-NHMec substrate, 1536-well (AID 1445); recombinant M1AAP, H-Leu-NHMec fluorogenic kinetic assay; higher % means a stronger effect; inhibition, % at 30 µM; hits with a dose series show IC50 in µM; hit rate 0.42% among 220,000;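 active = primary inhibition above the hit cutoff, then over 50% inhibition at one or more dose response concentrations, cut at about 23% in these data, passing the limit was not always enough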;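 note: plate controls were DMSO full reaction for no effect and no enzyme background for full effect; strong numbers were not always called active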
PMI inhibition = MPI inhibition at elevated mannose 6-phosphate – biochemical, fluorescence intensity, high mannose 6-phosphate, primary screen (AID 1220) | hit rate 0.66% among 190,000 | inhibition, % at 20 µM; hits with a dose series show IC50 in µM | recombinant PMI enzyme, coupled fluorescence intensity; higher % means a stronger effect
P. falciparum M17LAP = P. falciparum M17LAP inhibitors, primary screen, biochemical, fluorogenic H-Leu-NHMec substrate, 1536-well (AID 1619) | recombinant M17LAP, H-Leu-NHMec fluorogenic kinetic assay; higher % means a stronger effect | inhibition, % at 30 µM; hits with a dose series show IC50 in µM | hit rate 0.38% among 220,000;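 active = compound inhibiting the enzyme by more than half at any dose during confirmatory dose-response retesting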;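 note: plate controls were full reaction with DMSO carrier for no effect and no enzyme background for full effect; strong numbers were not always called active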
PMI inhibitors = inhibitors of human PMI, primary screen, biochemical, fluorescence intensity, coupled assay (AID 1209) | purified PMI enzyme, coupled fluorescence intensity; higher % means a stronger effect | inhibition, % at 20 µM, or IC50 in µM where a hit was titrated | hit rate 0.42% among 190,000;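 note: plate controls were DMSO vehicle for no effect and wells lacking substrate for full effect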
XIAP antagonists = XIAP antagonists, biochemical, IAP family, fluorescence polarization (AID 1018) | XIAP BIR domain, fluorescence polarization peptide displacement; higher % means a stronger effect | displacement, % at 20 µM; hits with a dose series show IC50 in µM | hit rate 0.007% among 200,000; in the data active = displacement above about 50%; note: a part of the inactive calls stands beside numbers as strong as those of hits
Siah-1 displacement = blockers of Siah-1 interaction with plectin peptide – biochemical, fluorescence polarization, rhodamine-plectin, uHTS, primary screen (AID 1817); Siah-1 / rhodamine-plectin peptide fluorescence polarization; higher % means a stronger effect; displacement, % at 20 µM; hits with a dose series show IC50 in µM; hit rate 0.02% among 290,000;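 active = displacement of at least 50% at 20 µM, with a fluorescence ratio check between 0.3 and a set limit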;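 note: plate controls were Siah plus tracer with DMSO for no effect and tracer alone without Siah for full effect; strong numbers were not always called active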
UTI89 phage lysis = protection from phage-mediated lysis, alamar blue read-out – E. coli UTI89, K1F phage, bacterial capsule biogenesis inhibitors (AID 488966); hit rate 0.02% among 340,000; inhibition, % at 100 µM, or IC50 in µM where a hit was titrated; E. coli UTI89 K1F phage lysis, alamar blue, 2 h; higher % means a stronger effect;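 active = phage lysis inhibition, versus mean bacterial control, above a set limit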;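 note: capsule biogenesis inhibitors block K1F phage lysis so surviving cells raise fluorescence; higher fluorescence means more inhibition of phage lysis; actives were called in the ten point dose series up to 300 µM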
Lipid droplet cells 6.5 µM = second read-out of Lipid droplet, no call of its own (marks repeat the call); cell count; measured here: cell count, cytotoxicity flag;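 cells counted across two imaged fields per well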
* marks the source's active call; other numbers are inactive results; [ ] = remark or other dose. Cut-off read from the data, not from the text of the source, unless noted: active = inhibition above about 50%; inactive = the rest. An unsorted share of the library; 1.9% or so of the library scored in one or more.

`CCN(CC)C(=S)Nc1ccc(OC(F)F)cc1` gave TNAP activation fold 1.1, Lipid droplet 6, M1AAP inhibition 0%, PMI inhibition -8%, P. falciparum M17LAP 0%, PMI inhibitors -5%, XIAP antagonists -3.8%, Siah-1 displacement 6%, UTI89 phage lysis 0.1% and Lipid droplet cells 6.5 µM 704.
Screening NC(=O)[C@@H]1CC2(CC(c3cccc(NC(=O)CC(c4ccccc4)c4ccccc4)c3)=NO2)CN1C(=O)[C@@H]1CCC(=O)N1 (stereo not given in full) returned M1AAP inhibition 3%, P. falciparum M17LAP -9%, Siah-1 displacement -7% and UTI89 phage lysis 0.3%.
For Cc1cccc2cc3cccc(C)c3nc12 the results were Lipid droplet 12, M1AAP inhibition 0%, P. falciparum M17LAP 5%, Siah-1 displacement 6%, UTI89 phage lysis 0.2% and Lipid droplet cells 6.5 µM 705.
For Cc1ccc(S(=O)(=O)Nc2ccc(C(=O)Nc3cc(C)on3)cc2)cc1 the results were TNAP activation fold 1, Lipid droplet -16, M1AAP inhibition 12%, PMI inhibition -10%, P. falciparum M17LAP 6%, PMI inhibitors -4%, XIAP antagonists -4.2%, Siah-1 displacement 19%, UTI89 phage lysis 0.4% and Lipid droplet cells 6.5 µM 735.
`CCN=C1SC(CC(=O)NC(N)=O)C(=O)N1CC` (stereo not given) gave TNAP activation fold 1.1, Lipid droplet 2, M1AAP inhibition 10%, PMI inhibition 6%, P. falciparum M17LAP 2%, PMI inhibitors 8%, XIAP antagonists -3.2%, Siah-1 displacement 0%, UTI89 phage lysis 0.1% and Lipid droplet cells 6.5 µM 716.
Cn1nc(OCCOc2ccccc2)ccc1=O was read as TNAP activation fold 0.9, M1AAP inhibition 0%, PMI inhibition 7%, P. falciparum M17LAP -2%, PMI inhibitors -6%, XIAP antagonists -2.7%, Siah-1 displacement -2% and UTI89 phage lysis 0.2%.
`CC(C)N(C(=O)N1CCC(c2nc(-c3ccncc3)no2)CC1)C(C)C` gave TNAP activation fold 1, Lipid droplet 14, M1AAP inhibition 2%, PMI inhibition 23%, P. falciparum M17LAP 4%, PMI inhibitors 20%, XIAP antagonists -10%, Siah-1 displacement -3%, UTI89 phage lysis 6.4% and Lipid droplet cells 6.5 µM 678.
`CCCn1c(NC(=S)Nc2ccccc2)nc2ccccc21` gave TNAP activation fold 1.4, Lipid droplet -15, M1AAP inhibition -6%, PMI inhibition 8%, P. falciparum M17LAP 9%, PMI inhibitors 19%, XIAP antagonists -6.9%, Siah-1 displacement -9%, UTI89 phage lysis -1.8% and Lipid droplet cells 6.5 µM 665.
`CCCN(Cc1cc2cc(C)ccc2[nH]c1=O)C(=O)c1ccccn1` gave Lipid droplet -9, M1AAP inhibition 5%, P. falciparum M17LAP -3%, Siah-1 displacement -1%, UTI89 phage lysis 0.3% and Lipid droplet cells 6.5 µM 639.
Screening CCOc1cc(OCC)cc(C(=O)NC(=S)Nc2cccc(C(F)(F)F)c2)c1 returned TNAP activation fold 1, M1AAP inhibition -2%, PMI inhibition -3%, P. falciparum M17LAP 3%, PMI inhibitors 11%, XIAP antagonists -4.5%, Siah-1 displacement -2% and UTI89 phage lysis 0.6%.
For CC1CC(C)(C)NC(=S)N1CC(=O)NCc1ccccc1Cl (stereo not given) the results were TNAP activation fold 1, Lipid droplet -6, M1AAP inhibition -9%, PMI inhibition 0%, P. falciparum M17LAP -1%, PMI inhibitors 3%, XIAP antagonists -0.5%, Siah-1 displacement 1%, UTI89 phage lysis 1.8%[50 µM] and Lipid droplet cells 6.5 µM 515.
CC(=O)Nc1ccc(S(=O)(=O)Nc2nc3ccccc3nc2Nc2cccc(S(N)(=O)=O)c2)cc1 was read as M1AAP inhibition 14%, P. falciparum M17LAP 9%, Siah-1 displacement -4% and UTI89 phage lysis 0.1%.
For COc1ccc(CNC(=O)C2CCCN(c3nccc(C)n3)C2)cc1 (stereo not given) the results were TNAP activation fold 1, Lipid droplet -36, M1AAP inhibition 7%, PMI inhibition 4%, P. falciparum M17LAP -4%, PMI inhibitors 5%, XIAP antagonists 0.5%, Siah-1 displacement -6%, UTI89 phage lysis 0.2% and Lipid droplet cells 6.5 µM 707.
`NC1=NN=C(c2ccc3c(c2)OCCO3)CS1` gave TNAP activation fold 1.1, Lipid droplet 2, M1AAP inhibition 1%, PMI inhibition -18%, P. falciparum M17LAP 9%, PMI inhibitors -13%, XIAP antagonists -5.9%, Siah-1 displacement 5%, UTI89 phage lysis 0.3% and Lipid droplet cells 6.5 µM 770.
`CC(C)Oc1ccc(Cn2c(-c3ccco3)n[nH]c2=S)cc1` gave TNAP activation fold 1, Lipid droplet 11, M1AAP inhibition 6%, PMI inhibition 13%, P. falciparum M17LAP -5%, PMI inhibitors 14%, XIAP antagonists -0.1%, Siah-1 displacement -4%, UTI89 phage lysis 8.5% and Lipid droplet cells 6.5 µM 759.
CC1Cc2ccccc2N1C(=O)CSc1nnc2c(n1)[nH]c1ccc(F)cc12 (stereo not given) was read as TNAP activation fold 0.9, Lipid droplet 1, M1AAP inhibition 3%, PMI inhibition 4%, P. falciparum M17LAP 5%, PMI inhibitors 1%, XIAP antagonists -9.4%, Siah-1 displacement -4%, UTI89 phage lysis 0.9% and Lipid droplet cells 6.5 µM 743.
Screening NCCCC[C@@H]1NC(=O)c2cc([N+](=O)[O-])cc(I)c2SC[C@@H](C(=O)NCC(N)=O)NC(=O)CNC1=O returned TNAP activation fold 1.1, Lipid droplet -2, M1AAP inhibition 3%, PMI inhibition -5%, P. falciparum M17LAP 18%, PMI inhibitors -6%, XIAP antagonists -5.3%, Siah-1 displacement -3%, UTI89 phage lysis 0.1% and Lipid droplet cells 6.5 µM 717.
For CN1/C(=C/C=N/n2cnnc2)C(C)(C)c2ccccc21 the results were TNAP activation fold 1.1, Lipid droplet -18, M1AAP inhibition 17%, PMI inhibition 9%, P. falciparum M17LAP 38%, PMI inhibitors 12%, XIAP antagonists -5.5%, Siah-1 displacement 2%, UTI89 phage lysis 7.1% and Lipid droplet cells 6.5 µM 615.
For CCc1ccc(C(=O)NNc2ccc(Cl)cc2)cc1 the results were Lipid droplet -30, M1AAP inhibition -4%, P. falciparum M17LAP -6%, Siah-1 displacement -2%, UTI89 phage lysis -0.1% and Lipid droplet cells 6.5 µM 621.
For Cc1cc(NC(=O)c2ccc(COc3ccccc3Cl)o2)no1 the results were TNAP activation fold 1.1, Lipid droplet 47, M1AAP inhibition -2%, PMI inhibition -16%, P. falciparum M17LAP 7%, PMI inhibitors -9%, XIAP antagonists 0.6%, Siah-1 displacement 5%, UTI89 phage lysis 0.4% and Lipid droplet cells 6.5 µM 777.
CCc1[nH]c(=O)c(C#N)c2c1CCCC2 was read as TNAP activation fold 1.1, Lipid droplet -1, M1AAP inhibition 12%, PMI inhibition -4%, P. falciparum M17LAP 1%, PMI inhibitors 1%, XIAP antagonists -5.2%, Siah-1 displacement 2%, UTI89 phage lysis -0.6% and Lipid droplet cells 6.5 µM 770.
Cc1oc2cc([N+](=O)[O-])c(O)c([N+](=O)[O-])c2c1C(=O)c1ccc(Br)cc1 was read as TNAP activation fold 0.8, Lipid droplet -6, M1AAP inhibition 77µM*, PMI inhibition 21%, P. falciparum M17LAP 33%, PMI inhibitors -2%, XIAP antagonists -3.0%, Siah-1 displacement -3%, UTI89 phage lysis -0.1% and Lipid droplet cells 6.5 µM 697.
Screening N#Cc1ccc(CSc2nnc(-c3cccc(S(=O)(=O)N4CCCCC4)c3)o2)cc1 returned TNAP activation fold 0.9, Lipid droplet -8, M1AAP inhibition 0%, PMI inhibition 14%, P. falciparum M17LAP 3%, PMI inhibitors 15%, XIAP antagonists -1.2%, Siah-1 displacement 0%, UTI89 phage lysis 0.4% and Lipid droplet cells 6.5 µM 603.
`CCCCNC(=O)C(C#N)c1nc2ccccc2nc1N1CCN(c2ccccc2F)CC1` (stereo not given) gave TNAP activation fold 1, Lipid droplet 12, M1AAP inhibition 5%, PMI inhibition 0%, P. falciparum M17LAP -3%, PMI inhibitors -2%, XIAP antagonists -5.6%, Siah-1 displacement 3%, UTI89 phage lysis 2.3% and Lipid droplet cells 6.5 µM 698.
For CC(C)(C)c1ccc(C(=O)N/C(=C\c2ccco2)C(=O)O)cc1 the results were TNAP activation fold 1.1, Lipid droplet 2, M1AAP inhibition 8%, PMI inhibition -8%, P. falciparum M17LAP 24%, PMI inhibitors -10%, XIAP antagonists -2.2%, Siah-1 displacement 3%, UTI89 phage lysis 0.4% and Lipid droplet cells 6.5 µM 715.
CC1CCc2c(nc3ncnn3c2NCCc2ccccc2F)C1 (stereo not given) was read as TNAP activation fold 1.1, Lipid droplet 5, M1AAP inhibition -5%, P. falciparum M17LAP -5%, XIAP antagonists -10%, Siah-1 displacement 0%, UTI89 phage lysis 0.9% and Lipid droplet cells 6.5 µM 700.
`Cc1cc(O)c(-c2cc(C(=O)NCCc3ccc(S(N)(=O)=O)cc3)[nH]n2)cc1C` gave Lipid droplet -2, M1AAP inhibition 4%, P. falciparum M17LAP 4%, Siah-1 displacement -1%, UTI89 phage lysis 0.1% and Lipid droplet cells 6.5 µM 624.
Screening Cc1cc(C)nc(Sc2ccc3nnc(C(F)(F)C(F)(F)C(F)(F)F)n3n2)n1 returned TNAP activation fold 1.1, Lipid droplet -30, M1AAP inhibition -4%, PMI inhibition -3%, P. falciparum M17LAP 4%, PMI inhibitors -3%, XIAP antagonists -2.4%, Siah-1 displacement 3%, UTI89 phage lysis -0.3% and Lipid droplet cells 6.5 µM 685.
Cc1c(OCc2ccc(C(=O)O)o2)ccc2c3c(c(=O)oc12)CCC3 was read as TNAP activation fold 1, M1AAP inhibition 12%, PMI inhibition 10%, P. falciparum M17LAP 0%, PMI inhibitors -2%, XIAP antagonists -3.7%, Siah-1 displacement 5% and UTI89 phage lysis -1.5%[50 µM].
For CC1(C)CC(=O)c2c(O)cc(OCc3ccc([N+](=O)[O-])cc3)cc2O1 the results were TNAP activation fold 1.1, M1AAP inhibition -8%, PMI inhibition 8%, P. falciparum M17LAP -1%, PMI inhibitors 0%, XIAP antagonists -2.2%, Siah-1 displacement 6% and UTI89 phage lysis 0.7%.

Screening results deposited in PubChem by several laboratories.
